# Screens (PubChem BioAssay)
# SENP8 block-1 – inhibitors of human SENP8 protease. AID 2540. Q96LD8. purified SENP8, Z-RLRGG-aminoluciferin cleavage, luminescence. inhibition, % at 10 µM. actives 1.2% (n = 330,000); in the data active = inhibition above about 50%
# UBC13 inh – human UBC13 polyubiquitination inhibition; UBC13 polyubiquitin chain formation, TR-FRET; inhibition, % at 20 µM; actives 0.47% (n = 330,000); AID 485273; in the data active = inhibition above about 45%, passing the limit was not always enough
# Target sequence (P61088 whole entry, looked up): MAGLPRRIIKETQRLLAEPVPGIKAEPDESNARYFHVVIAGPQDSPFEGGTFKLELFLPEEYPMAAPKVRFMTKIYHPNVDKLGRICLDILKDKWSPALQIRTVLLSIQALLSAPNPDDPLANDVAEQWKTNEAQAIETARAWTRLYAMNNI
# SENP8 block-2 – inhibitors of human SENP8 protease; recombinant SENP8, Nedd8 substrate fluorescence; inhibition, % at 20 µM; actives 0.64% (n = 360,000); AID 602440; in the data active = inhibition mostly above about 40%, no sharp cut-off; inactive = mostly below about 27%
# SENP1 FRET inh – blocks the human SENP1 SUMO protease catalytic domain; inhibition, % at 10 µM; recombinant SENP1 catalytic domain, CyPet-SUMO1-YPet FRET cleavage; AID 624204; actives 0.21% (n = 360,000);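 active = inhibition at least 30% at 10 µM, raw YFP signal under a set limit, fluorescence ratio 0.5 to 1.5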;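 also: 0% = enzyme with DMSO and 100% = no enzyme wells; some results filed as inactive read as strong as hits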
#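 Material: hSENP1 catalytic domain, recombinant; medium: Tris pH 8 with BME, BSA, NP40 and catalase; compound: single concentration of 10 µM compound, 0.5% DMSO final; technique: FRET read of cyan and yellow fluorescence; timing: 50 min enzyme reaction, room temperature, light-protected; reagent: SFCypet-SUMO1-SFYpet substrate at 25 nM; control set: no-enzyme low, enzyme-DMSO high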
# SENP7 inh – blocks the human protease SENP7; Q9BQF6; recombinant SENP7, Z-RLRGG-aminoluciferin luminescence, 40 min; inhibition, % at 5 µM; actives 1.5% (n = 330,000);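 active = inhibition above about 50% at the single test dose, limit read from the data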;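 also: plate controls were DMSO with enzyme for no effect and no enzyme buffer wells for full effect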
# Target sequence (Q9BQF6 706-1050 limits assumed): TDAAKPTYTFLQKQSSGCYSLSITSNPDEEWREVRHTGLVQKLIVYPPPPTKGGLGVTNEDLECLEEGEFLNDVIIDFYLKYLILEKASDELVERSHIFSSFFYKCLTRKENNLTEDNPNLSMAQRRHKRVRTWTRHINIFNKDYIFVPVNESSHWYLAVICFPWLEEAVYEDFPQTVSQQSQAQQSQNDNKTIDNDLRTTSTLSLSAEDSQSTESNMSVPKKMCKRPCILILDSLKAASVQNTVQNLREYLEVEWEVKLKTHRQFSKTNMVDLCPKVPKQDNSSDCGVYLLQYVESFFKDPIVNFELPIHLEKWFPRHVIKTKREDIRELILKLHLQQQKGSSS
# Apaf1 inhib – blocks human Apaf-1 apoptosome activity. O14727. reconstituted apoptosome caspase-3 activity, DEVD-Rh110 fluorescence. inhibition, % at 20 µM. actives 0.71% (n = 330,000). AID 489030; active = inhibition of at least 40% at 20 µM;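 also: plate controls were DMSO wells for no effect and DEVD-CHO caspase inhibitor wells for full effect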
#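 Material: reconstituted apoptosome with Apaf-1, cytochrome c, caspase-9, procaspase-3, dATP. Technique: Rh110 fluorescence intensity. Buffer or medium: pH 7.5 Hepes buffer with CHAPS, BSA, DTT. Times: 30 min plus 50 min, RT.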
# A3G deaminase – APOBEC3G (human) deaminase inhibition | Q9HC16 | recombinant A3G, ssDNA deamination FAM/TAMRA fluorescence | inhibition, % at 20 µM | actives 0.28% (n = 330,000) | AID 493012;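 active = inhibition of at least 40% at 20 µM, with no more than 30% in the related APOBEC3A deaminase screen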;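 also: plate controls were DMSO wells with A3G for no effect and wells lacking A3G enzyme for full effect; some compounds called inactive have numbers as strong as hits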
# SENP6 inh – blocks the human protease SENP6; inhibition, % at 10 µM; Q9GZR1; Recombinant SENP6 catalytic domain, aminoluciferin luminescence; actives 1.8% (n = 330,000);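 active = inhibition above about 50% at the single tested dose, limit read from the data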;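 also: plate controls were DMSO wells with enzyme for no effect and DMSO wells lacking enzyme for full effect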
# Target sequence (Q9GZR1 628-1112 limits assumed): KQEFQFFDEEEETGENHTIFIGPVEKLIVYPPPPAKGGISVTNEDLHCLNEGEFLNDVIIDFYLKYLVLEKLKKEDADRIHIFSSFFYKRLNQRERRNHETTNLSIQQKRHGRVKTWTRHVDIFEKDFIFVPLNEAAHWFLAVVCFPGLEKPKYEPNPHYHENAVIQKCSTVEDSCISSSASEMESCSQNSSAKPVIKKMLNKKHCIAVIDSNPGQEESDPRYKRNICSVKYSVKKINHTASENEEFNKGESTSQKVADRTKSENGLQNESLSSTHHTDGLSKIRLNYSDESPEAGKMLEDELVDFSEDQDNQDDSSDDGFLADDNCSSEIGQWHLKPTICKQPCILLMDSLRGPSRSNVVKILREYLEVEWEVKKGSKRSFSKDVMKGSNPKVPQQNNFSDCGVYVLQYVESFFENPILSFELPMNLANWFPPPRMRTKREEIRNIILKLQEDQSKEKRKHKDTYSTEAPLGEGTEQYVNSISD
# An asterisk follows results filed as active. An unsorted share of the library. About 3.6% of those tested had a hit in this group.
SMILES,SENP8 block-1,UBC13 inh,SENP8 block-2,SENP1 FRET inh,SENP7 inh,Apaf1 inhib,A3G deaminase,SENP6 inh
C#CCOCCOCCOCCNc1nc(N2CCN(C(=O)CCCCCCCCCCNC(=O)Cn3cc(C[C@@H](C)O)nn3)CC2)nc(N2CCN(C(=O)CCCCCCCCCCNC(=O)[C@H](CCCN=C(N)N)n3cc(C[C@@H](C)CC)nn3)CC2)n1,5,124*,9,-2,-1,62*,-4,-19
C=CCN=c1scc(-c2ccco2)n1/N=C/c1ccc(O)c(O)c1O,-8,10,51*,4,-5,9,21,-10
CCOC(=O)C(=O)/C(C#N)=C/Nc1ccc(Cl)cc1,-6,-13,11,4,-2,6,-5,2
COC(=O)Cc1c(O)ccn(Cc2ccc(OC)c(OC)c2)c1=O,-2,-2,16,0,1,-8,-2,-17
CCOC(=O)c1c(S(=O)(=O)N2CCN(C)CC2)c(C)n(C)c1C,-2,9,7,-1,6,-10,-7,-10
CCOC(Cn1c(CCCO)nc2ccccc21)OCC,-11,1,14,0,4,-1,-6,-2
Cc1nc(-c2ccc(NC(=O)C(C)(C)C)cc2)c(-c2ccccc2)o1,-4,4,-300,-1,5,20,-7,-6
Cn1c(=O)n(C)c2cc(/C=N/NC(=O)c3cccc(Br)c3)ccc21,3,13,-254,2,-1,-5,-3,-7
COc1ccc(N(CC(=O)Nc2cccc(SC)c2)S(C)(=O)=O)cc1,5,9,27,-2,0,-3,0,11
NC(=O)C1(NC(=O)[C@@H]2CC3(CC(c4cccc(NC(=O)c5cc([N+](=O)[O-])cc([N+](=O)[O-])c5)c4)=NO3)CN2C(=O)c2ccccc2)CC1 (some centres not stated),-4,0,10,3,-12,12,-8,9
COCCCNC(=O)Cn1nnc(-c2ccc(NC(=O)c3ccccc3F)cc2)n1,-15,-7,0,-3,-10,3,-4,-33
CC(C)NC(=O)CSc1nc(N)c(-c2ccccc2)c(=O)[nH]1,0,4,5,1,0,4,-1,10
CCOC(=O)C1=C(O)CSC1=Nc1cccc2ccccc12,4,9,14,0,0,-7,-1,8
Cn1c(=O)c2c(nc(Sc3ncnn3CC(=O)NC(C)(C)C)n2C)n(C)c1=O,4,1,13,2,-9,-11,-3,5
C/C(=N/NC(=O)CNC(=O)c1ccc2c(c1)OCO2)c1ccc2c(c1)CCCC2,-4,-6,7,2,0,20,1,7
CCCn1ncc(CN2CCC(N3CCC(C(=O)N4CCOCC4)CC3)CC2)c1C,-3,-13,9,-6,-15,2,-8,-15
CSCc1cc(N2CCOCC2)nc(SCc2ccc(Cl)c(Cl)c2)n1,1,3,-3,-4,-4,15,-1,-9
Cc1ccc(S(=O)(=O)ON=C2CCN(S(=O)(=O)c3ccccc3)CC2)cc1,0,4,20,2,6,5,-2,-31
COc1ccccc1NC(=S)N1CCc2cc(OC)c(OC)cc2C1,0,3,-31,-2,2,2,-4,-13
CCOC(=O)NC1(NCc2ccccc2)Oc2ccccc2O1,-18,-1,-29,-1,-10,7,-4,-17
CCOc1ccc2[nH]c(=O)c(CN(CCO)Cc3nnnn3CCc3ccccc3)cc2c1,7,6,-288,-21,4,8,0,8
CC(=O)n1c(C=Nc2ccccc2)c(O)c2ccccc21,-13,-24,-203,-27,-8,5,-5,-3
O=C(CCCn1cnc([N+](=O)[O-])n1)Nc1ccc(Cl)cc1Cl,-4,-8,13,-1,2,-1,0,13
COc1ccc(C2NC(Cc3ccccc3)(C(=O)O)C3C(=O)N(c4ccccc4OC)C(=O)C23)cc1 (configuration not stated),2,9,9,3,-3,0,-10,-22

# Reformatted: 18 of the compounds above.
# Fields – SENP8 block-1	UBC13 inh	SENP8 block-2	SENP1 FRET inh	SENP7 inh	Apaf1 inhib	A3G deaminase	SENP6 inh
> CCOC(Cn1c(CCCO)nc2ccccc21)OCC
→ -11	1	14	0	4	-1	-6	-2
> Cc1nc(-c2ccc(NC(=O)C(C)(C)C)cc2)c(-c2ccccc2)o1
→ -4	4	-300	-1	5	20	-7	-6
> Cn1c(=O)n(C)c2cc(/C=N/NC(=O)c3cccc(Br)c3)ccc21
→ 3	13	-254	2	-1	-5	-3	-7
> COc1ccc(N(CC(=O)Nc2cccc(SC)c2)S(C)(=O)=O)cc1
→ 5	9	27	-2	0	-3	0	11
> NC(=O)C1(NC(=O)[C@@H]2CC3(CC(c4cccc(NC(=O)c5cc([N+](=O)[O-])cc([N+](=O)[O-])c5)c4)=NO3)CN2C(=O)c2ccccc2)CC1 (some centres not stated)
→ -4	0	10	3	-12	12	-8	9
> COCCCNC(=O)Cn1nnc(-c2ccc(NC(=O)c3ccccc3F)cc2)n1
→ -15	-7	0	-3	-10	3	-4	-33
> CC(C)NC(=O)CSc1nc(N)c(-c2ccccc2)c(=O)[nH]1
→ 0	4	5	1	0	4	-1	10
> CCOC(=O)C1=C(O)CSC1=Nc1cccc2ccccc12
→ 4	9	14	0	0	-7	-1	8
> Cn1c(=O)c2c(nc(Sc3ncnn3CC(=O)NC(C)(C)C)n2C)n(C)c1=O
→ 4	1	13	2	-9	-11	-3	5
> C/C(=N/NC(=O)CNC(=O)c1ccc2c(c1)OCO2)c1ccc2c(c1)CCCC2
→ -4	-6	7	2	0	20	1	7
> CCCn1ncc(CN2CCC(N3CCC(C(=O)N4CCOCC4)CC3)CC2)c1C
→ -3	-13	9	-6	-15	2	-8	-15
> CSCc1cc(N2CCOCC2)nc(SCc2ccc(Cl)c(Cl)c2)n1
→ 1	3	-3	-4	-4	15	-1	-9
> Cc1ccc(S(=O)(=O)ON=C2CCN(S(=O)(=O)c3ccccc3)CC2)cc1
→ 0	4	20	2	6	5	-2	-31
> COc1ccccc1NC(=S)N1CCc2cc(OC)c(OC)cc2C1
→ 0	3	-31	-2	2	2	-4	-13
> CCOC(=O)NC1(NCc2ccccc2)Oc2ccccc2O1
→ -18	-1	-29	-1	-10	7	-4	-17
> CCOc1ccc2[nH]c(=O)c(CN(CCO)Cc3nnnn3CCc3ccccc3)cc2c1
→ 7	6	-288	-21	4	8	0	8
> CC(=O)n1c(C=Nc2ccccc2)c(O)c2ccccc21
→ -13	-24	-203	-27	-8	5	-5	-3
> O=C(CCCn1cnc([N+](=O)[O-])n1)Nc1ccc(Cl)cc1Cl
→ -4	-8	13	-1	2	-1	0	13

# (continued)
SMILES,SENP8 block-1,UBC13 inh,SENP8 block-2,SENP1 FRET inh,SENP7 inh,Apaf1 inhib,A3G deaminase,SENP6 inh
COc1ccc(OC)c(C(=O)CN2C(=O)NC(C)(c3ccccc3)C2=O)c1 (configuration not stated),1,1,-282,2,0,3,1,-2
Cc1ccc(S(=O)(=O)CCC(=O)Nc2cccc(S(=O)(=O)N3CCCCCC3)c2)cc1,7,2,7,-1,-4,-1,-8,6
CSc1ccc(Cn2nnc(C(=O)Nc3ccc(C)c(C)c3)c2N)cc1,-11,-22,10,2,7,-11,-7,-9
Cc1cccc(C(C(=O)NC2CCCCC2)N(Cc2cccnc2)C(=O)c2csnn2)c1 (configuration not stated),-3,-1,10,-6,5,2,-6,-10
Cc1ccc2c(c1)C1CC(C)(O2)N(c2cccc(C(=O)NCc3ccccn3)c2)C(=O)N1 (configuration not stated),7,0,6,0,7,-7,-10,5
CCOCCCNC(=O)c1cc(Cl)c(NC(=O)C2=C(C)OCCS2)cc1OC,4,8,19,-1,-2,10,-3,20
Cc1ccc(-c2cn(S(=O)(=O)c3cccc4nsnc34)nc2N)cc1,-5,-8,14,-1,12,3,-5,-5
Cc1cc2oc(C(=O)N(Cc3ccccc3)c3ccccn3)cc(=O)c2cc1Cl,8,5,8,-2,-3,14,-2,-4
O=C(O)C1C2C=CC(C3CC23)C1C(=O)O (configuration not stated),6,-5,8,3,-2,-17,-4,-9
O=C(Nc1ccc(N2CCN(C(=O)c3ccccc3)CC2)cc1)c1ccc(Br)o1,3,-3,20,3,4,12,2,-5
COc1ccccc1-c1coc2cc(OC(=O)N3CCOCC3)ccc2c1=O,5,0,9,5,2,0,-2,-7
COc1ccccc1CNC(=O)C1CCCN(S(=O)(=O)c2cccs2)C1 (configuration not stated),-1,-4,5,-1,4,11,-6,-25
CCOC(=O)N1CCN(S(=O)(=O)c2cccs2)CC1,-9,2,14,1,-7,-4,-1,-6
Cc1ccn2cc(-c3cccc(S(=O)(=O)N4CCCC4)c3)nc2c1,-4,-1,-333,2,-3,4,-6,-11
O=C(NCC1(N2CCCCC2)CCCCC1)c1cccc(NS(=O)(=O)c2ccccc2)c1,-9,3,14,2,-4,11,-4,-12
O=C(CSc1nc2ccccc2o1)c1cc2ccccc2oc1=O,-4,-5,-254,25,3,14,-6,-12
Cn1c(CNC(=O)CNS(=O)(=O)c2ccc(F)cc2F)cc(=O)n(C)c1=O,-6,-3,6,0,1,-7,-2,-18
CCCc1cc(=O)oc2cc(C)cc(OCC(=O)NCCCN3CCOCC3)c12,-5,3,-358,1,-17,14,-6,-2
O=C(Nc1cc([N+](=O)[O-])ccc1O)c1ccc2c(c1)C(=O)N(Cc1ccco1)C2=O,76*,-32,8,3,38,11,3,82*
CCOc1ccc(NC(=O)CSC2=C(C#N)C(c3ccc4c(c3)OCO4)CC(=O)N2)cc1 (configuration not stated),3,0,20,-3,8,25,-6,-6
CN1CCN(CC(=O)N/N=C/c2ccc(F)c(F)c2)CC1,-10,-6,6,1,-8,2,-6,-14
Cc1nc(NC(=O)c2cccnc2)ccc1Br,-9,0,6,2,8,-4,-3,-12
O=C(CCN1CCCCC1)N/N=C/c1ccc(Br)cc1,4,0,11,-1,5,-4,-6,-3
Cn1c2ccccc2c2cc([N+](=O)[O-])ccc21,-5,2,-3,-7,4,6,-5,-2
CN1CCN(S(=O)(=O)c2ccccc2)C(c2ccccc2)C1 (configuration not stated),0,5,-1,0,1,1,1,-2
O=C1COC(c2ccccc2)=CN1Cc1ccccc1,7,3,0,2,1,0,-5,0
COc1ccc2[nH]cc(C(=O)CCl)c2c1,-7,8,0,-2,-1,-6,-2,-7
CN(C)CC(C)(C)CNC(=O)C1CCN(Cc2ccccc2O)CC1,6,-1,14,0,-4,-7,-2,1
C=CC[C@@H](Cc1ccc(F)cc1)C(=O)OC[C@@H]1CCCN1C(=O)[C@H](CC=C)CC(=O)NCCO,3,3,12,1,0,0,-6,0
Clc1ccc(-n2nnnc2CN2CCOCC2)cc1Cl,-1,2,1,3,5,10,2,0
COc1ccc(CNC(=O)CSc2nnc(NC(=O)C3CC3)s2)cc1,-11,-9,14,1,-2,10,-8,-28
Cc1ccc(NC(=O)CC(NCC2CCCO2)C(=O)O)cc1C (configuration not stated),-5,0,7,0,-4,4,19,-24
Cc1ccc(C(=O)CSc2nc3ccccc3c(=O)[nH]2)cc1C,3,0,13,1,-3,13,3,5
COc1ccc(-c2cc(C(F)(F)F)nc(SCC(=O)Nc3ccc4c(c3)OCO4)n2)cc1OC,4,-34,-202,2,3,-2,-8,-12
c1ccc(CNc2nc3ccccc3n3cnnc23)cc1,5,-5,-26,-4,5,2,-7,2
COc1ccc(OCC(=O)Nc2ccc(N3CCOCC3)cc2)c([N+](=O)[O-])c1,-3,7,24,1,4,7,1,18
CC1CCCN(C(=O)CCNS(=O)(=O)c2ccc3c(c2)c(=O)n(C)c(=O)n3C)C1 (configuration not stated),0,1,8,1,-11,1,-10,-11
COc1ccc(CCNC(=O)CNS(=O)(=O)c2ccc(Br)s2)cc1OC,-3,2,13,2,3,-5,-2,-6
COc1ccc(-c2cc(C(=O)Nc3c(C)nn(Cc4ccccc4Cl)c3C)no2)cc1OC,4,17,-29,1,0,7,1,-8
